High-throughput results deposited in PubChem BioAssay by The Scripps Research Institute Molecular Screening Center.
CHO-K1 Ca antag: counter-screen for M1 antagonists: effect in parental CHO-K1 cells; ATP-induced calcium, Fluo-8 fluorescence; inhibition, % at 3 µM; 360,000 tested, 0.6% active;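 active means inhibition above a per-plate cutoff, the plate's mean sample inhibition plus 3 SD, cut at about 24% in these data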;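 further: 0% = DMSO plus EC80 ATP and 100% = DMSO alone without ATP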
V1R ag counter: V1a receptor agonism, counter-screen for OXTR agonists | activation, % at 3 µM | P37288 | AID 2797 | 320,000 tested, 0.25% active | CHO-V1R cells, Fluo-8 calcium fluorescence, agonist mode; 0% DMSO, 100% 3 nM vasopressin;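 active means activation above the mean activation of all tested compounds plus 3 SD, per screening run, cut at about 20% in these data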;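 further: signal is peak over basal fluorescence ratio across a 100 second FLIPR read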
Target sequence (P37288 whole entry, looked up): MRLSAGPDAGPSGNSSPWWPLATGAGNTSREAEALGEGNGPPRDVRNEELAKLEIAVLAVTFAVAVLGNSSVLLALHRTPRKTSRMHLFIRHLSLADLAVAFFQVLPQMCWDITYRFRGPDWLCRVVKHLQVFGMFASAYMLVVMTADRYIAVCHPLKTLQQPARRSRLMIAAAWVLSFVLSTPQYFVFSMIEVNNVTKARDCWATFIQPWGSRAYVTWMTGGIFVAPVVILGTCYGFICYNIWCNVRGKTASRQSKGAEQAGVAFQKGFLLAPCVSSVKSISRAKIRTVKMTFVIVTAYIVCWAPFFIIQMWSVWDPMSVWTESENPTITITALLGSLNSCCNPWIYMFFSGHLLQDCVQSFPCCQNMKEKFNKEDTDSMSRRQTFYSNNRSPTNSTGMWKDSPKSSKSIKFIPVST
CHO-K1 Ca ag: nonselective activator or artifact in parental CHO-K1 cells; Fluo-8 calcium fluorescence; scaled to maximal ATP response, vehicle zero; activation, % at 3 µM; 360,000 tested, 0.48% active; AID 602248; in the data active means activation above about 15%;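 further: untransfected CHO-K1 host cells lacking M1 receptor as counterscreen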
GPR7 antag: blocks human GPR7 receptor signaling; P48145; GPR7-expressing cells, fluorescence antagonist assay; inhibition, % at 4.4 µM; 290,000 tested, 1.1% active; in the data active means inhibition above about 16%, passing the limit was not always enough;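 further: cells stimulated with the agonist NPW; 0% = agonist with vehicle and 100% = vehicle without agonist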
Target sequence (P48145 whole entry, looked up): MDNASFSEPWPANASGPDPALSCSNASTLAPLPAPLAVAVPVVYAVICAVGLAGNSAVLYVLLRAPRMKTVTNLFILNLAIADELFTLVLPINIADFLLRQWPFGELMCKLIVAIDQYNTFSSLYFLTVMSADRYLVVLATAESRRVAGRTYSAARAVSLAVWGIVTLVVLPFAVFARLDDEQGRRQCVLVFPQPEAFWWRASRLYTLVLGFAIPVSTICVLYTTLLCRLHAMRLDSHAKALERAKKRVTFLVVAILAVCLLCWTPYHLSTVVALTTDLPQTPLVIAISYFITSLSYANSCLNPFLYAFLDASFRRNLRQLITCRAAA
CHO parental Ca: counter-screen for OX1R antagonists: effect in parental CHO cells; parental CHO-K1, ATP-induced calcium, Fluo-8 fluorescence; AID 463079; 330,000 tested, 0.63% active; inhibition, % at 5.6 µM;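 active means inhibition above that plate's mean sample inhibition plus 3 SD, cut at about 26% in these data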;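 further: 0% = ATP-challenged DMSO wells and 100% = DMSO wells without ATP; some compounds past the cut are filed as inactive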
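Measured by: calcium-sensitive Fluo-8 fluorescence / Test system: CHO parental line / Controls: ATP-challenged DMSO wells low, unchallenged DMSO wells high / Measure: % inhibition / Compound: single nominal dose of 5.6 µM per compound / Replicates: single well per compound, no replicates / Reagent: ATP as calcium-mobilizing challenge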
CHO-K1 Ca PAM: counter-screen for M1 PAMs: effect in parental CHO-K1 cells. 360,000 tested, 0.02% active. activation, % at 3 µM. ATP EC20, Fluo-8 calcium fluorescence; 0% at ATP EC20, 100% at ATP max;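 active means activation above the run cutoff, the mean activation of all test compounds plus 3 SD, cut at about 40% in these data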;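 further: peak over basal fluorescence ratio in a 140 s read after ATP addition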
OXTR potentiate: human OXTR potentiation; P30559; CHO-OTR cells, Fluo-8 calcium fluorescence, potentiator mode; 0% = oxytocin EC15, 100% = EC100; 320,000 tested, 0.061% active; activation, % at 3 µM;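 active means activation above that plate's cutoff, the mean activation of tested compounds plus 3 SD, cut at about 6.6% in these data, passing the limit was not always enough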;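 further: 100% uses oxytocin at 75 nM as the full agonist control; some results filed as inactive read as strong as hits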
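Material: CHO-OTR cells, human receptor; compound dosing: single dose, 3.0 µM nominal final compound concentration; schedule: 6 min compound pre-incubation at room temperature, 100 s kinetic read; measured by: kinetic Fluo-8 calcium fluorescence; read-out basis: % activation vs EC15 and EC100 oxytocin; controls: EC15 oxytocin alone as 0%, 75 nM oxytocin as 100%; replicates: singlicate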
OXTR agonist: activates the human oxytocin receptor; CHO-OTR cells, Fluo-8 calcium fluorescence; normalized: DMSO 0%, oxytocin 100%; activation, % at 3 µM; 320,000 tested, 0.32% active; AID 2435;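 active means activation above the mean of all tested compounds plus 3 SD, cutoff set per screening run, cut at about 20% in these data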;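 further: peak over basal fluorescence ratio from a 100 s FLIPR kinetic read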
TAAR1 antagonist: antagonists of human TAAR1; Q96RJ0; CHO RD-HGA16 TAAR1, Fluo-8 calcium fluorescence, antagonist; inhibition, % at 3 µM; 360,000 tested, 1.5% active; AID 624466;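 active means inhibition above a per-plate cutoff, the mean inhibition of test compounds on that plate plus 3 SD, cut at about 49% in these data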;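 further: 0% = DMSO plus EC80 beta-PEA response and 100% = DMSO alone without agonist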
Target sequence (Q96RJ0 whole entry, looked up): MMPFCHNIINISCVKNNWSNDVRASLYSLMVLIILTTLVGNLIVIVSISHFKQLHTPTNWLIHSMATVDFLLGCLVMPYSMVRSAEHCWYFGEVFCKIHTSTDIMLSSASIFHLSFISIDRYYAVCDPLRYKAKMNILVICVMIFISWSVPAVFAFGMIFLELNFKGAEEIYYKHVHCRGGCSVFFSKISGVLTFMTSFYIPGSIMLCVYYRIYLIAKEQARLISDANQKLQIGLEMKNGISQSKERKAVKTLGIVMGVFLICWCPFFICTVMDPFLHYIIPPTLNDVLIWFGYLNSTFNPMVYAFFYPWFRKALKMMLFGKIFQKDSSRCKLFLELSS
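Assay system: RD-HGA16 CHO cells with stable hTAAR1 and Gα16 / Reagent: EC80 β-phenethylamine stimulus / Doses: 3 µM, single point / Timing: dye loading 75 min at 37 °C, then 30 min room temperature / Measured by: Fluo-8 intracellular calcium dye fluorescence, real-time kinetic reads / Controls: vehicle wells and EC80 agonist wells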
* = called active by the depositor; x = no result given.

SMILES	CHO-K1 Ca antag	V1R ag counter	CHO-K1 Ca ag	GPR7 antag	CHO parental Ca	CHO-K1 Ca PAM	OXTR potentiate	OXTR agonist	TAAR1 antagonist
N#Cc1ccccc1OCC(=O)NNC(=O)CNC(=O)c1ccc(Br)o1	9	0.0	5.3	x	-10	-2	9	1.3	3
Cc1ccc(-c2cc(C(=O)NCC3CCCO3)c3ccccc3n2)cc1C (stereo unspecified)	-13	0.9	4.6	-7	-21	25	-3	-2.3	10
COc1ccc(OC)c(NC(=O)CSc2nnc(Cc3cccn3C)n2-c2ccc(F)cc2)c1	-6	0.3	-0.5	-10	-13	7	0	0.0	-26
CCOc1ccc(C2C(C#N)=C(N)SC(N)=C2C#N)cc1OC	x	5.6	x	-1	10	x	-4	6.3	x
O=C1c2ccccc2C(=O)c2c1cccc2N(CCO)CCO	-3	0.9	0.9	-14	-10	18	-2	-1.6	-13
Cc1ccc(-c2nc3c4ccccc4ccn3c2Cc2cccc(Cl)c2)cc1	19	x	0.0	x	x	-16	x	x	-13
COC(CNC(=O)c1c[nH]c2ccc(S(=O)(=O)N3CCOCC3)cc2c1=O)OC	-12	1.2	0.6	-4	9	7	-7	0.4	-18
O=C(C1CC1)N1N=C2CCCCC2C1(O)C(F)(F)F (stereo unspecified)	4	0.1	0.3	-16	-6	-7	-3	-0.6	15
O=C1CCC(c2ccccc2)N1C(=O)c1cccnc1 (stereo unspecified)	1	0.1	0.3	-3	7	3	-6	0.4	-23
O=C(NC1CCCCC1)c1cccc(Cn2cc(Cl)cn2)c1	5	-0.4	2.4	0	-12	8	-19	-1.8	-27
CC1(C)CC(=O)C=C(NCCc2c[nH]c3ccccc23)C1	-12	1.4	3.6	-13	-21	20	4	2.0	-11
O=C(NC1CCCCC1)C1CCCN1C(=O)Nc1ccccc1 (stereo unspecified)	-21	0.7	1.4	4	-2	16	-11	-0.2	-22
O=C1c2ccccc2C(=O)N1CCN1CCCCC1	1	0.1	0.2	3	-10	0	-6	0.4	3
COc1cccc(NC(=O)Nc2cc(C(=O)NCC3CCCO3)ccc2N2CC3CC(C2)c2cccc(=O)n2C3)c1 (stereo unspecified)	-13	-0.9	0.8	-12	-25	9	-1	-0.3	5
COC(=O)c1ccc(COc2ncnc3sccc23)cc1	-22	1.6	2.0	-9	-10	30	-4	-0.9	24
O=C(c1cccc(F)c1)N1CCCC(C(=O)N2CCCCC2)C1 (stereo unspecified)	-13	0.0	0.1	-17	-15	-8	-10	-1.1	-12
COc1ccc(C(N)c2csc(Nc3ncccn3)n2)cc1 (stereo unspecified)	-24	x	0.8	x	x	23	x	x	-22
CCc1ccc2c(c1)NC(=O)C2(C)Cc1ccc(Cl)s1 (stereo unspecified)	-14	x	0.8	x	x	9	x	x	37
COc1cc(S(=O)(=O)n2nc(C)cc2C)ccc1Cl	0	-0.1	1.1	-12	-9	14	-4	-1.7	-15
CN(C)c1cc[n+](CC[n+]2ccc(N(C)C)cc2)cc1	10	0.5	-0.4	x	-6	-2	7	0.2	-5
Nc1cccnc1Sc1ccc(Cl)cc1	-5	-0.9	0.1	-10	-18	-1	-7	-2.4	-3
Cn1c(CC(=O)Nc2ccc(F)cc2)nnc1SCC(=O)NC1CCCCC1	-23	-0.8	0.7	-1	-14	14	-10	0.7	-21
NC(=O)c1ccc(-c2csnn2)cc1	-5	-0.2	0.0	-10	-16	0	-10	-0.7	-1
Cc1cc(OCC(O)CNC(C)(C)C)ccc1Cl (stereo unspecified)	-18	1.1	2.8	-7	-28	30	-2	3.0	6
O=C(Nc1ccnn1C1CCN(Cc2ccccc2)CC1)c1ccccc1Cl	-5	0.7	1.1	-3	-18	0	-1	0.2	11

Later entries.
SMILES	CHO-K1 Ca antag	V1R ag counter	CHO-K1 Ca ag	GPR7 antag	CHO parental Ca	CHO-K1 Ca PAM	OXTR potentiate	OXTR agonist	TAAR1 antagonist
CC(=O)c1cccc(NC(=S)NCCC2=CCCCC2)c1	-4	9.6	7.1	5	0	0	-12	4.5	-6
O=C1OC(c2ccc(O)cc2)(c2ccccc2O)c2ccccc21 (stereo unspecified)	-1	x	0.5	x	x	-6	x	x	-14
Cc1ccc(Oc2cc([N+](=O)[O-])cc3c2C(=O)Nc2ccccc2O3)cc1	19	4.0	1.9	-21	-17	-6	-10	2.5	19
O=C(CN1C(=O)NC2(CCCC2)C1=O)N1CCN(c2ccccc2Cl)CC1	-3	0.6	1.0	x	-12	16	0	0.6	3
CC(/C=N/NC(=O)c1ccccc1F)=C\c1ccccc1	12	-0.3	0.6	7	3	-18	-4	-0.6	-14
COc1ccc(CN2CCN(S(=O)(=O)c3ccc(NC(C)=O)cc3)CC2)c(OC)c1OC	-16	0.9	1.8	11	-9	4	1	0.8	-10
CCc1nc2ccc(C(=O)NCCN3CCOCC3)cn2c1N(CC)CCOC	1	x	-0.5	x	x	-9	x	x	-13
CCOc1ccc(OCC)c(NC(=O)CN(C)S(=O)(=O)c2cccc3nsnc23)c1	-3	-1.7	2.5	4	-33	5	-9	-2.4	33
COc1ccccc1N1CCN(CCC(=O)Nc2ccc(F)cc2)CC1	1	0.8	1.9	1	-14	18	0	0.7	-15
COc1ccc(NC(=O)C2=CC(c3cccs3)=NS(=O)(=O)N2C)cc1	-6	3.7	1.6	11	-3	17	-1	0.9	-17
Cc1ccc2nc(C3CCN(CC(=O)N4CCCCCC4)CC3)[nH]c2c1	-4	-0.3	-0.2	-3	-10	18	2	-0.8	-11
CCOc1ccccc1N=NC1C(=O)N(C(N)=S)N=C1C (stereo unspecified)	-2	0.1	-0.1	-13	3	-6	-13	-0.4	-8
Cc1ccc([C@H]2C(C(=O)O)=CC[C@@H](c3cccs3)N2S(=O)(=O)c2ccc(C)cc2)cc1	-10	-0.7	0.0	x	4	14	-7	0.0	-2
COc1ccc(-n2c(=O)c3ccccc3n(CC(=O)NCc3ccco3)c2=O)cc1	-6	-0.6	-0.1	-5	-10	8	-4	0.2	-29
CN(Cc1cc(=O)n2ccsc2n1)c1ccccc1	-3	0.7	1.3	-5	3	17	-1	-0.4	-7
Cc1ccc(CN(C(=O)N2CCN(C)CC2)S(=O)(=O)c2ccc(C)cc2)cc1	2	1.1	0.4	x	10	-7	0	1.1	-20
O=C(NCc1ccccc1)c1ccc(=O)[nH]n1	7	0.8	0.1	1	-10	-4	-15	0.0	-15
COc1ccc2c(CC(=O)OCC(=O)Nc3cccc(C)c3)coc2c1	-14	0.1	0.0	x	-9	-5	-1	0.4	-10
COc1cccc(C(=O)Nc2nc(SCc3ccc(Cl)cc3)n[nH]2)c1	-13	0.5	0.2	-14	-5	29	-5	-0.7	-6
O=C(c1ccc(N2C(=O)C3CC=C(Cl)CC3C2=O)cc1)N1CCCCC1 (stereo unspecified)	-8	1.1	0.2	0	3	17	-11	1.8	8
CCOc1ccc2oc(C(=O)NCC3CCCO3)c(C)c2c1 (stereo unspecified)	3	-0.3	-0.1	-20	-18	-20	-3	-0.9	-24
CC1=NNC(=O)C1C(c1ccc(F)cc1)C(C#N)C#N (stereo unspecified)	3	0.5	0.4	-8	7	-2	-25	0.6	-11
FC(F)(F)c1cnc(-c2cnc3c(-c4ccc(Cl)cc4)cnn3c2)c(Cl)c1	-13	0.0	0.1	-11	2	-3	-5	0.7	2
COc1ccc(CC(=O)NCCS(=O)(=O)N2CCN(c3ccccc3)CC2)cc1	-15	1.4	1.1	x	-28	12	-2	0.1	-12
Cc1onc(-c2ccccc2Cl)c1-c1nc(-c2ccccn2)no1	-3	0.9	0.9	-4	-17	18	-10	-2.3	-14

(further entries)
SMILES	CHO-K1 Ca antag	V1R ag counter	CHO-K1 Ca ag	GPR7 antag	CHO parental Ca	CHO-K1 Ca PAM	OXTR potentiate	OXTR agonist	TAAR1 antagonist
O=[N+]([O-])c1cc(S(=O)(=O)N2CCCCC2)ccc1NCCN1CCOCC1	-12	1.2	1.8	-7	-3	-8	-8	0.2	-36
O=C(Nc1cccnc1Cl)c1ccc(Cl)cc1	-7	-0.4	0.3	-7	-3	1	-3	-0.4	-1
C=CCn1c(/N=C/c2ccc(OC)cc2)nc2ccccc21	0	0.4	7.0	-4	-1	7	1	0.6	x
COc1ccc(-c2nnc3ccc(SCC(=O)N4CCCC4)nn23)cc1	-3	-1.2	1.2	-9	-11	6	-6	-0.9	8
CCN(CC(=O)Nc1ccc(NC(C)=O)cc1)C(=O)CCCSc1nc2ccccc2[nH]1	10	0.1	-0.1	x	-5	-17	-2	0.1	-16
Cc1ccc(S(=O)(=O)N2CCCCC2)cc1NC(=O)Nc1ccc(Cl)cc1Cl	-4	0.2	1.8	4	-17	21	-6	-1.2	2
Cc1ccc(NC(=O)COC(=O)/C(=C/c2cccs2)c2cccs2)cc1S(=O)(=O)N(C)C	5	2.0	1.8	-8	-12	10	-8	1.0	14
C=CCOc1ccc(C2C(C(=O)c3ccco3)=C(O)C(=O)N2Cc2cccnc2)cc1 (stereo unspecified)	0	0.6	0.1	-12	-4	0	-13	-0.4	-3
Cc1ccc(OCC(=O)Nc2ccc(F)cc2)cc1C	-14	-0.5	2.7	0	-21	-4	-6	-2.3	12
Cc1ccc(OC(C)C(=O)N/N=C/c2ccccn2)cc1 (stereo unspecified)	-7	-0.1	-0.2	-1	-9	26	-3	-1.2	20
COc1ccc(OCC(=O)NNC(=O)Cc2coc3cc(OC)ccc23)cc1	18	0.0	0.1	-4	-9	-11	-1	-0.8	-12
O=C1c2ccccc2C(=O)N1CCCCc1cn(C[C@H]2CC[C@H](Cn3cc(CCCCN4C(=O)c5ccccc5C4=O)nn3)O2)nn1	-6	x	9.7	x	-20	20	x	x	48
COc1ccccc1N1CCN(c2cc(=O)n(-c3ccccc3Cl)c(=O)[nH]2)CC1	-1	-0.1	0.9	-16	-8	12	1	0.7	-3
Cc1nc(N2CCC(C(N)=O)CC2)c2nnn(Cc3ccccc3)c2n1	-16	0.1	0.7	12	-11	11	-7	-0.4	8
COc1ccccc1-c1nn(Cc2ccccc2)cc1C(=O)N1CCN(c2ncccn2)CC1	5	1.5	0.7	x	-22	-7	-6	0.8	-14
CC1=C(c2ccccc2)SC2=NCCN21	-6	x	0.3	-14	x	-12	x	x	-5
COc1cc2c3nnc(-c4ccc(F)cc4)c-3cn(Cc3ccccc3)c2cc1OC	-3	-0.6	0.1	-8	-19	12	-4	-0.5	0

3 consecutive entries already listed, for reference:
SMILES	CHO-K1 Ca antag	V1R ag counter	CHO-K1 Ca ag	GPR7 antag	CHO parental Ca	CHO-K1 Ca PAM	OXTR potentiate	OXTR agonist	TAAR1 antagonist
O=[N+]([O-])c1cc(S(=O)(=O)N2CCCCC2)ccc1NCCN1CCOCC1	-12	1.2	1.8	-7	-3	-8	-8	0.2	-36
O=C(Nc1cccnc1Cl)c1ccc(Cl)cc1	-7	-0.4	0.3	-7	-3	1	-3	-0.4	-1
C=CCn1c(/N=C/c2ccc(OC)cc2)nc2ccccc21	0	0.4	7.0	-4	-1	7	1	0.6	x
